DYRK1A inh – blocks rat Dyrk1A kinase activity; Q63470; ADP-Glo luminescence, NFATc1 peptide; inhibition, % at 12.5 µM; 0.43% of 310,000 active; in the data active means inhibition above about 50%;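 further: plate controls were vehicle with enzyme for no effect and no enzyme for full effect; many of its hits are not listed in these tables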
KCNQ1 block – blocks the human KCNQ1 potassium channel | AID 2642 | B-score at 10 µM | P51787 | CHO-K1 KCNQ1, FluxOR thallium flux fluorescence; hits give high values | 1.3% of 310,000 active;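 active means compounds whose thallium flux B-score, printed positive for inhibition, exceeds three library SD while starting fluorescence stays within three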;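 further: channel opened by potassium depolarization with thallium stimulus after 20 min compound exposure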
HDAC3 inhib – blocks human histone deacetylase 3; AID 2718; 0.15% of 320,000 active; recombinant HDAC3, fluorogenic peptide/trypsin coupled, fluorescence; inhibition, % at 8.3 µM; in the data active means inhibition above about 26%, passing the limit was not always enough; inconclusive means no clear call, values can overlap the other calls
Target sequence (O15379 whole entry, looked up): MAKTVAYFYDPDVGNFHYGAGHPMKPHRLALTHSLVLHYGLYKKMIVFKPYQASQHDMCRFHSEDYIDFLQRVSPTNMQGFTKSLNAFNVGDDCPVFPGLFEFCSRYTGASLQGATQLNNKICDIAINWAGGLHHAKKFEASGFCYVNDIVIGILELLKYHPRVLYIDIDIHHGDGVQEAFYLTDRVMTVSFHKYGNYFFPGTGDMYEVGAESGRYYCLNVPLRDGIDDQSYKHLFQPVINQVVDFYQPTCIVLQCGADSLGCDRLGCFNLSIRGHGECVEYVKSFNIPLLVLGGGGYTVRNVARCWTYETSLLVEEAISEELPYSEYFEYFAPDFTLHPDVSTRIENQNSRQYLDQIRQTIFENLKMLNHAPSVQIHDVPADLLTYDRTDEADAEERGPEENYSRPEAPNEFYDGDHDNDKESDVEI
RGS4 act – RGS4 potentiation or activation; 0.92% of 310,000 active; HEK293 M3R/inducible RGS4, carbachol calcium flux Fluo4; hits give low values; AID 463111; B-score at 10 µM;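 active means B-score of the integrated calcium signal more than 4 SD below the library mean, with starting fluorescence not abnormally high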;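 further: negative B-score means reduced calcium response which marks RGS4 activation or potentiation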
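Material: Inducible-RGS4 HEK293 cells carrying M3 receptor; also added: carbachol at ECmax as muscarinic agonist stimulus; incubation: compound preincubation 20 min at room temperature before agonist; signal: Fluo4-AM (2 µM) calcium-flux fluorescence, kinetic read; measure: integrated calcium ratio converted to B score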
hERG protect – hERG (human) protection from proarrhythmic block | Q12809 | CHO-hERG, FluxOR thallium flux, dofetilide IC70 present | activation (rescue from dofetilide block), less the hit threshold, % at 10 µM | 0.51% of 310,000 active | AID 1511;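 active means activation above the mean of controls blocked by dofetilide plus 5 SD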;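 further: thallium influx through hERG after potassium depolarization seen as dye fluorescence rise; in these data hits start at about 4.7%; inactives centre near -7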
KCNK9 inh – blocks the human KCNK9 two-pore domain potassium channel; Q9NPC2; B-score at 10 µM; AID 488922; HEK293 KCNK9, FluxOR thallium flux fluorescence; hits give low values; 1.2% of 310,000 active;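 active means ratio B-score over 3 SD below the library mean, with starting fluorescence within 5 SD of its mean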;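 further: negative B-score means less thallium flux so channel inhibition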
Target sequence (Q9NPC2 whole entry, looked up, the tested form may be a part): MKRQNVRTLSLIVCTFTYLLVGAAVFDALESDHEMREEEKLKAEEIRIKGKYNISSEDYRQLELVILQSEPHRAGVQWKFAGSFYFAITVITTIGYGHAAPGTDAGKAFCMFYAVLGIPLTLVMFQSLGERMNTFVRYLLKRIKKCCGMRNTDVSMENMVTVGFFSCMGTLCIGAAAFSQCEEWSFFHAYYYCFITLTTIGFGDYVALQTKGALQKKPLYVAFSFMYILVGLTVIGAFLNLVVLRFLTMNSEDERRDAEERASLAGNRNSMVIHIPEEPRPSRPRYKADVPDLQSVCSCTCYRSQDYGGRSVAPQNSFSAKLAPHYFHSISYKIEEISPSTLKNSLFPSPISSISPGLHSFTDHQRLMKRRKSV
GSK3beta inhib – inhibitors of human GSK3beta kinase; P49841; GST-GSK3beta kinase, ADP-Glo luminescence, 60 min; hits give low values; 0.038% of 300,000 active; activity score (negative = inhibition), % at 10 µM;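 active means more than half of replicate wells score below -50%, meaning over 50% inhibition versus plate controls; inconclusive means some replicates but at most half score below -50%; inactive means no replicate scores below -50%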;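 further: 0% = median DMSO wells and -100% = median GW8510 positive control wells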
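test system = GST-tagged human GSK3beta kinase, cell-free | reagent = 25 µM ATP with peptide substrate | dosing = one dose of 10 µM per compound | schedule = 60 min reaction, RT | detection = luminescent ADP-Glo measurement of ADP formed | control set = DMSO neutral wells and GW8510 at 20 µM as positive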
GSK3A inh – blocks human GSK-3 alpha kinase; 0.1% of 320,000 active; inhibition, % at 10 µM; AID 2650; ADP-Glo luminescence, 60 min;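 in the data active means inhibition above about 50%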;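 further: GST-tagged GSK-3 alpha with peptide substrate and 25 µM ATP; 0% = DMSO neutral wells and 100% = GW8510 positive control wells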
KCNK3 block – human KCNK3 channel inhibition, primary screen; 0.84% of 340,000 active; O14649; CHO-KCNK3 thallium flux, FluxOR fluorescence; hits give low values; B-score at 10 µM;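 active means B-score under library mean minus 4 SD, starting fluorescence ratio at most library mean plus 5 SD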;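 further: more negative B-score means stronger inhibition of thallium flux through KCNK3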
PolyA inh – blocks polyadenylation in yeast reporter cells. calls only at 12 µM. AID 1875. S. cerevisiae SKY197-pL101 polyadenylation reporter, beta-gal luminescence; efflux-impaired pdr1/pdr3 knockout yeast; score 100 = 6 SD above DMSO. 0.02% of 300,000 active;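 active means lowest replicate activity score at least 50, where 100 means six control SD above control mean; inconclusive means lowest score under 50 but half or more replicates reach 50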;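 further: yeast exposed to compound for 9 h at 30 °C; higher score means more reporter readthrough which indicates perturbed polyadenylation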
KCNQ1 pot – potentiators or activators of human KCNQ1 potassium channel | B-score at 10 µM | AID 2648 | CHO-K1 KCNQ1, thallium flux FluxOR fluorescence; hits give high values | 0.35% of 310,000 active | P51787;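 active means fluorescence ratio B-score, a plate-corrected score, at least three library SD, with initial intensity B-score within 5 SD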
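Assay system: CHO-K1 cells stably expressing KCNQ1; Medium: assay buffer with matched DMSO; Also added: K+/Tl+ depolarizing stimulus; Dosing: single dose; Timing: dye 90 min, compound 20 min, room temperature; Measured by: kinetic FluxOR thallium fluorescence, 10-s 1-Hz baseline, 110-s post-stimulus read; Read-out: peak-minus-minimum fluorescence over initial fluorescence, negative-control normalized, B-scored.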
* = called active by the depositor; i = inactive; ? = inconclusive; · = not tested or not shown. These rows are one share of the data. The share of hits here may be higher or lower than overall.

SMILES | DYRK1A inh | KCNQ1 block | HDAC3 inhib | RGS4 act | hERG protect | KCNK9 inh | GSK3beta inhib | GSK3A inh | KCNK3 block | PolyA inh | KCNQ1 pot
Fc1ccc(COc2ccc(Cl)cc2/C=N/Nc2nc(N3CCCC3)nc(N3CCCC3)n2)cc1 | -4 | i | 3 | i | -17 | i | -1 | -1 | i | i | i
O=C(Nc1cc(Oc2ccccc2)cc([N+](=O)[O-])c1)C12CC3CC(C1)CC(n1cnc(Cl)n1)(C3)C2 | -1 | 12* | 3 | i | -24 | i | 2 | -1 | i | i | i
CCSc1nnc(NC(=O)c2cc3c(s2)CCCC3)s1 | -6 | i | -4 | i | -8 | i | 2 | -1 | i | i | i
Clc1ccc(OCCCN2CCc3ccccc3C2)c(Br)c1 | 3 | i | -6 | i | -18 | i | -2 | -1 | i | i | i
Cc1c(C(=O)NC2CCCc3ccccc32)oc2ccc(S(=O)(=O)N3CCOCC3)cc12 (configuration not stated) | 0 | i | 1 | i | -9 | i | 5 | -3 | i | i | i
COCCNC(=O)CN1C(=O)CSc2ccc(S(=O)(=O)N3CCOCC3)cc21 | -1 | i | -5 | i | -8 | i | 1 | · | i | i | i
CC(=O)Nc1ccc(S(=O)(=O)Oc2cccc(/C=C3\SC(N)=NC3=O)c2)cc1 | -5 | i | 6 | i | -5 | i | -3 | -1 | i | i | i
COc1ccccc1N1CCN(C(CNS(=O)(=O)c2ccccc2)c2cccnc2)CC1 (configuration not stated) | -2 | i | -1 | i | -6 | i | -2 | -1 | i | i | i
O=C(CCCCCN1C(=O)c2ccccc2C1=O)Nc1nccs1 | 8 | i | ? | i | -11 | i | 3 | -1 | i | · | i
Cc1ccc(CNC(=O)CCC(=O)n2ncc3cc(C)ccc32)cc1 | -6 | i | 3 | i | -9 | i | -1 | -1 | i | i | i
CC(C)(C)Cc1nnc(NC(=O)c2ccc([N+](=O)[O-])cc2)s1 | 9 | i | 9 | i | -1 | i | 0 | -3 | i | i | i
OCC1(CCc2ccccc2)CCN(Cc2cc(F)ccc2-n2cccn2)CC1 | -5 | i | -1 | i | -17 | i | -16 | 0 | i | i | i
O=C(O)c1[nH]c2ccccc2c1C(c1cc(Br)ccc1O)c1c(C(=O)O)[nH]c2ccccc12 | · | i | -3 | i | -7 | i | · | 0 | i | i | i
O=C(Cn1nc(Cc2cccnc2)c2ccccc2c1=O)NCC1COc2ccccc2O1 (configuration not stated) | 8 | i | 0 | i | -12 | i | 1 | -7 | i | i | i
Cc1ccc(C(C(=O)NC2CCCCC2)N(Cc2ccco2)C(=O)C2COc3ccccc3O2)o1 (configuration not stated) | 9 | i | 1 | i | -5 | i | 0 | 6 | i | i | i
Cc1nn(Cc2ccccc2Cl)c2sc(C(=O)OC3CCCC3=O)cc12 (configuration not stated) | 3 | i | 5 | i | -10 | i | 5 | -4 | i | i | i
CCOc1cc(/C=C/c2ccc3cccc([N+](=O)[O-])c3n2)ccc1OCC(=O)N(C)C | 3 | i | 5 | i | -7 | i | -4 | -4 | i | i | i
CN1C(C(=O)c2ccccc2)=C(N)c2ccccc2S1(=O)=O | 19 | i | 4 | i | -6 | i | -1 | 0 | i | i | i
CC1(C)CC(=NOC(=O)c2ccccc2)CC(C)(C)N1 | -5 | i | 5 | i | -5 | i | 0 | 1 | i | i | i
COC(=O)CN1C(=O)C(O)(CC(=O)c2ccc(C)cc2)c2ccccc21 (configuration not stated) | 8 | i | 5 | i | -7 | i | 3 | -1 | i | i | i
O=C(N1CCOCC1)N1CCN(S(=O)(=O)c2ccc(Cl)cc2)CC1 | 9 | i | 3 | i | -8 | i | -2 | -1 | i | i | i
O=C(CCCOc1ccc(Cl)cc1Cl)Nc1ccccc1C(=O)O | 1 | i | -6 | i | 2 | i | 4 | -1 | i | i | i
N=C1C(c2nc3ccccc3[nH]2)=C(O)CN1C1CCCCC1 | -4 | i | 6 | i | -3 | i | -4 | -11 | i | i | i
CN(C)CC(=O)Nc1nc(-c2ccccc2)cs1 | 1 | i | -2 | i | -8 | i | 3 | 2 | i | i | i
O=C(NCc1ccc(Cl)cc1Cl)c1ccc2nc[nH]c2c1 | 0 | i | 2 | i | -7 | i | 1 | 1 | i | i | i
COc1ccccc1NC(=O)COc1ccc(C(=O)NC2CCCc3ccccc32)cc1OC (configuration not stated) | -9 | i | -5 | i | -8 | i | -2 | -1 | i | i | i
CCOC(=O)C1CCc2sc(N)c(C#N)c21 (configuration not stated) | 4 | i | 0 | i | -14 | i | 5 | 4 | i | i | i
CN(C)CCCOc1ccc2c(c1)Sc1ccccc1CC2=O | 17 | i | 1 | i | -7 | i | 1 | 20 | i | i | i
O=C(Nc1c2c(nn1-c1cccc(Cl)c1)CS(=O)(=O)C2)C1CC1 | 7 | i | -9 | i | -10 | i | 0 | 2 | i | i | i
CCNC(=O)c1ccc2c(c1)C1C3CCC(C3)C1C(c1ccccc1)N2 (configuration not stated) | -5 | i | 1 | i | -10 | i | 4 | 3 | i | i | i
CSCCC(NC(=O)C1CC1)c1nc2ccccc2[nH]1 (configuration not stated) | -7 | i | -1 | i | -9 | i | -1 | -2 | i | i | i
Cc1ccc(C)c(SCC(=O)Nc2cccnc2Cl)c1 | -2 | i | 4 | i | -9 | i | 0 | -2 | i | i | i
CCN1CCC[C@H]1CNC(=O)c1cc(S(N)(=O)=O)ccc1OC | · | i | 4 | i | -2 | i | 1 | -3 | · | i | i
Cc1cc(C)nc(-n2cc(C(=O)c3cc(F)ccc3O)cn2)n1 | 10 | i | -3 | i | -7 | i | -1 | -1 | i | i | i
COc1ccc(OC)c(N(CC(=O)NCCSCc2ccco2)S(=O)(=O)c2ccc(OC)c(OC)c2)c1 | -1 | i | -1 | i | -16 | i | 2 | -3 | i | i | i
CC(=O)CC1(C)OC(N)=C(C#N)C1(C#N)C#N (configuration not stated) | 2 | i | -8 | i | -6 | i | 1 | 0 | i | i | i
Cc1ccc(C)c(Nc2c([N+](=O)[O-])ccc3nonc23)c1 | 0 | i | 14 | i | -6 | i | 2 | -4 | i | i | i
COC(=O)CSc1nnc(-c2cccc(NC(=O)c3ccc(C)cc3)c2)n1C | -6 | i | 4 | i | -18 | i | -4 | -4 | i | i | i
CCN1CC(C)C(O)(c2ccccc2)CC1C (configuration not stated) | -6 | i | 2 | i | -4 | i | -3 | -5 | i | i | i
CN1CCN(S(=O)(=O)c2cccc(C(=O)Nc3cc(C(N)=O)cc(C(N)=O)c3)c2)CC1 | -2 | i | 1 | i | -10 | i | · | 1 | i | i | i
O=S(=O)(c1cnc(Cl)c(Br)c1)N1CCCCCC1 | -4 | i | -4 | i | -7 | i | 1 | 1 | i | i | i
Cc1ccc(-n2c(-c3ccco3)nc3nc4ccccc4nc32)cc1 | 0 | i | -8 | i | -11 | i | 0 | · | i | i | i
CNc1nc(-c2cccs2)cc(C(F)(F)F)c1C#N | -5 | i | -26 | i | -5 | i | 0 | -3 | i | i | i
COc1cc(C2Nc3ccccc3NC3=C2C(=O)CC(C)(C)C3)cc(OC)c1OC(C)=O (configuration not stated) | -6 | i | ? | i | -2 | i | -5 | -3 | i | i | i
Cc1ccc2c(c1)N(CC(=O)N1CCCC1)C(=O)C(C)O2 (configuration not stated) | -5 | i | 4 | i | -8 | i | -1 | -1 | i | i | i
c1ccc2c(c1)OC(CCCN1CCCCC1)c1ccccc1S2 (configuration not stated) | 2 | i | -1 | i | -10 | i | 1 | 10 | i | i | i
CC(C)C(=O)N=c1sc2cccc(F)c2n1C | 5 | i | 0 | i | -8 | i | 1 | -1 | i | i | i
CCCC(CCC)C(=O)NC1CCN(Cc2ccccc2)CC1 | 2 | i | 2 | i | -6 | i | -2 | -3 | i | i | i
Cc1ccc(C(=O)OCC(=O)N2CC(C)CC(C)C2)cc1S(=O)(=O)N1CCOCC1 (configuration not stated) | 3 | i | 8 | i | -9 | i | 0 | 0 | i | i | i
Cc1[nH]n(-c2ccccc2)c(=O)c1/C=N/N(C)c1ccccc1 | -1 | i | 3 | i | -1 | i | 3 | -1 | i | i | i
C#CCOc1ccc(Cl)cc1/C=N/O | 5 | i | -4 | i | -3 | i | -2 | 0 | i | i | i
O=C(NCCN1C(=O)C2C3C=CC(C3)C2C1=O)Nc1cccnc1 (configuration not stated) | 11 | i | -5 | i | -7 | i | 1 | 1 | i | i | i
CC(C)/C=N/NC(=O)c1ccc(Cl)cc1 | 1 | i | 3 | i | -6 | i | 0 | · | i | i | i
O=C1CN(C(=O)CSc2nc3ccccc3c(=O)n2CC2CCCO2)c2ccccc2N1 (configuration not stated) | 9 | i | 2 | i | -8 | i | -1 | 5 | i | i | i
Oc1ccccc1/C=N/[n+]1ccccc1 | -1 | i | 3 | i | -12 | i | -2 | -1 | i | i | i
COc1ccc(-n2c(Cc3cccn3C)nnc2SCC(=O)Nc2cccc(Cl)c2)cc1 | -7 | i | 2 | i | -3 | i | 1 | · | i | i | i
CCCCOc1ccc(NC(=O)CN2CCN(Cc3ccccc3)CC2)cc1 | -3 | i | 9 | i | -14 | i | 5 | -5 | i | i | i
Cc1ccc(Cn2nnc3c(=O)[nH]c(C4CCN(S(=O)(=O)c5ccccc5F)CC4)nc32)cc1 | -3 | i | 1 | i | -7 | i | -1 | 0 | i | i | i
Cc1ccc(NC(=O)c2ccccc2NC(=O)Cc2ccccc2)cc1 | 6 | i | -8 | i | -7 | i | -5 | -4 | i | i | i
COc1ccc(-c2cc(C)no2)cc1S(=O)(=O)NCCc1ccco1 | -1 | i | 2 | i | -5 | i | -1 | -2 | i | i | i
Cc1ccc(-c2cnco2)cc1 | -5 | i | -6 | i | -13 | i | 0 | 0 | i | i | i
CCc1ccccc1NC(=O)NC1CCCCCCC1 | -2 | i | 3 | i | -11 | i | -1 | · | i | · | i
